LANA DNA inh: KSHV C-LANA DNA binding inhibition | 340,000 tested, 0.078% active | inhibition, % at 9 µM | MBP-C-LANA/FAM-LBS DNA binding, fluorescence polarization;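 active = highest replicate inhibition at or above 60% at 9 µM, even if other replicates fall short; inactive = all replicates below 60% inhibition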;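 note: 0% = neutral control wells and 100% = 4 µM acridine orange control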
Cardiac RTF inh: cardiac RTF calcium desensitization | IANBD-labeled cardiac RTF, Ca2+ fluorescence | inhibition, % at 7.15 µM | 340,000 tested, 0.12% active;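 active = inhibition above the mean inhibition of all tested compounds plus 3 SD, cut at about 17% in these data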;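 note: assay run at fixed EC70 calcium of 1.6 mM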
Keap1-Nrf2 PPI: inhibitors of human Keap1-Nrf2 protein-protein interaction. inhibition, % at 9.4 µM. AID 504523. 340,000 tested, 0.15% active. Keap1 Kelch-Nrf2 peptide fluorescence polarization, 1536-well; in the data active = inhibition above about 12%;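 note: human Keap1 Kelch domain with fluorescein labeled Nrf2 9mer peptide probe; 0% = neutral control wells and 100% = peptide positive control; higher means more block of Keap1 binding to Nrf2 peptide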
CAL PDZ FP-1: human CAL PDZ-peptide interaction inhibition; purified CAL PDZ, TMR-peptide fluorescence polarization, 1 h; AID 504414; Q9HD26; 330,000 tested, 0.02% active; inhibition, % at 20 µM;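 active = highest replicate inhibition of at least 40%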;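 note: plate controls were DMSO neutral control wells for no effect and unlabeled competitor peptide control wells for full effect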
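Test system: tagged CAL PDZ domain / Buffer or medium: sodium phosphate/NaCl buffer pH 7.4 with TCEP, IgG, Thesit / Reagent: TMR-labelled reporter peptide T*-PRC34 bound in PDZ groove / Compound dosing: single point, 20 µM / Schedule: 1 h incubation at room temperature before polarization reading / Technique: fluorescence polarization (mP) / Benchmarks: unlabelled peptide, DMSO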
cardiac RTF act: cardiac RTF calcium sensitization | activation, % at 7.2 µM | 340,000 tested, 0.24% active | IANBD-labeled TnC RTF fluorescence at EC20 calcium; 0% EC20 calcium, 100% full calcium | AID 493008 | P19429+P45379;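 active = activation above the mean over all tested compounds plus 3 SD, cut at about 30% in these data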;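 note: rise in fluorescence read as greater calcium sensitivity of cardiac thin filaments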
SR-BI DiI-HDL act: enhances SR-BI lipid uptake from DiI-HDL; CHO ldlA[mSR-BI] cells, DiI-HDL uptake fluorescence, 3 h; 100 = double the neutral-control signal; 320,000 tested, 0.096% active; activation, % at 12.5 µM; AID 504775;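 active = mean replicate activation of at least 60% and every replicate at or above 60%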;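 note: 0% = median plate neutral-control signal and 100% = twice that signal; values of inactives mirror those of a sister screen read the other way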
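Assay system: CHO ldlA[mSR-BI] cells, LDL receptor-null, SR-BI overexpressing; medium: Ham's F12 with 0.5% BSA, HEPES 25 mM, pH 7.4; also added: DiI-HDL 10 µg/mL; timing: 3 h uptake period with compound, 37 °C; signal: DiI fluorescence, bottom read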
PKA-R2B act: activates the human PKA-R2B holoenzyme complex; P22694+P31323; PKA-R2B holoenzyme dissociation, Cy5-IP20 fluorescence polarization; R2B truncated from residue 108, S112A mutant; 0% DMSO only, 100% 113 µM cGMP; activation, % at 11.4 µM; 340,000 tested, 0.079% active; AID 504700;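 active = activation above a cutoff set at the mean over all compounds plus 3 SD, cut at about 18% in these data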;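 note: higher means more holoenzyme dissociation and a rise in polarization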
Target sequence (P31323 whole entry, looked up, other chains not shown, the tested form may be a part): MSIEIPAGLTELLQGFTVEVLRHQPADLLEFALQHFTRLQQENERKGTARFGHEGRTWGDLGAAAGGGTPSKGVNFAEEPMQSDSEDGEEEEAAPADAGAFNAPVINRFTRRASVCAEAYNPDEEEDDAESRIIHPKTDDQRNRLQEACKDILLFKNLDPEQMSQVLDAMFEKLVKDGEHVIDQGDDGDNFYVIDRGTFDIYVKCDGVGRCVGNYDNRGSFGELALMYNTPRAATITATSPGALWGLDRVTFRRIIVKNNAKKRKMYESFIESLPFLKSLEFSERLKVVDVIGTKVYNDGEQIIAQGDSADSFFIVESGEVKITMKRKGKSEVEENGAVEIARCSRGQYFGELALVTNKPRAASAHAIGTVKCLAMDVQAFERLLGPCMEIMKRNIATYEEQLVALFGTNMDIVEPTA
Rtt109 Vps75: inhibitors of Candida albicans Rtt109/Vps75 histone acetyltransferase. 330,000 tested, 0.16% active. purified Rtt109/Vps75, ThioGlo CoA-SH fluorescence, 4 h. Q5AAJ8. inhibition, % at 34.9 µM;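 active = inhibition of at least 50% in every replicate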
Target sequence (Q5AAJ8 whole entry, looked up): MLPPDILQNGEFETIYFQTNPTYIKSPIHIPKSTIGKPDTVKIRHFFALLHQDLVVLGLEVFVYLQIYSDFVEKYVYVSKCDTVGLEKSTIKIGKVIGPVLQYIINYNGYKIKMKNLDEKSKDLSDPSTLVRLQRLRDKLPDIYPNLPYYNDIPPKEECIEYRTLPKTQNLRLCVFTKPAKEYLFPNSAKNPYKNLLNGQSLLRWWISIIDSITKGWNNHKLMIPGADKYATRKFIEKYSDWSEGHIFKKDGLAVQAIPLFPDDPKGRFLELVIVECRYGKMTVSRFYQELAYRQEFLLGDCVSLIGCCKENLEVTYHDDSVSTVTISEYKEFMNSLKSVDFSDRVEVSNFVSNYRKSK
CAL PDZ FP-2: inhibitors of human CAL PDZ peptide binding | AID 602252 | 300,000 tested, 0.92% active | Q9HD26 | purified CAL PDZ, TMR-peptide fluorescence polarization, 1 h | inhibition, % at 24.9 µM;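 active = mean inhibition of at least 30% with at least half of replicates also reaching 30%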;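 note: 0% = DMSO neutral control and 100% = excess unlabeled competitor peptide PRC23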
DAGLB inhibitor: diacylglycerol lipase beta (human) inhibition. Q8NCG7. HEK293T DAGLB membrane lysate, EnzChek fluorogenic substrate. inhibition, % at 5.17 µM. 340,000 tested, 0.059% active; in the data active = inhibition above about 34%;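 note: 0% = enzyme with vehicle and 100% = wells lacking enzyme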
Active calls of the source: *; x = not tested or not shown.

Below each SMILES – LANA DNA inh	Cardiac RTF inh	Keap1-Nrf2 PPI	CAL PDZ FP-1	cardiac RTF act	SR-BI DiI-HDL act	PKA-R2B act	Rtt109 Vps75	CAL PDZ FP-2	DAGLB inhibitor
COc1ccc(OCC(=O)Nc2ccccc2-c2ccccc2)cc1
    1.0	2	-6	-1.7	4	-46	-5	6	-2	-11
CCCC(=O)Nc1c(C)n[nH]c1C
    1.8	7	0	0.7	-4	23	10	12	1	0
Cc1c(C(=O)O)sc2nc(C)n(C)c(=O)c12
    0.8	14	0	-1.6	-1	22	6	-3	-3	-2
CCc1cc(=O)oc2cc(OC(C)C(=O)O)c(Cl)cc12 (centres undefined)
    -2.3	-10	-5	0.4	0	3	3	-19	0	0
CCN(C[C@H]1N[C@@](C)(C(=O)OC)[C@H]2C(=O)N(C)C(=O)[C@@H]12)S(=O)(=O)c1ccc(C(F)(F)F)cc1
    -0.4	-5	-4	0.3	1	17	-7	12	9	-1
CC(C)(C)c1cnnn1-c1ccc(/C=N/Nc2ccc([N+](=O)[O-])cc2)cc1
    1.9	-7	-1	-0.4	8	-43	-7	7	3	4
O=C(Cc1ccc(Cl)cc1)NC1CCS(=O)(=O)C1 (centres undefined)
    0.1	-7	-5	0.0	1	-4	-3	-10	-2	1
CCOC(=O)/C=C1\CC(=O)Nc2nonc2N1
    1.9	-3	3	0.4	-1	4	9	-7	x	-2
COC(=O)CN1C(=O)C(O)(CC(=O)c2cccc(Br)c2)c2ccccc21 (centres undefined)
    0.0	-7	-4	0.3	-8	3	-6	3	x	0
Cc1ccc(C)c(S(=O)(=O)N2CCN(C(=O)CSc3ccccc3)CC2)c1
    -0.6	9	-3	-2.6	-2	-20	2	-1	1	-2
NC(=O)CSc1nc2scc(-c3ccc(Cl)cc3)c2c(=O)n1Cc1ccccc1
    -2.4	-7	-3	-1.5	-2	9	0	-18	-1	2
C=CCSc1n[nH]c(=O)n1-c1cccc(C(F)(F)F)c1
    -0.4	3	4	-0.6	-4	20	-2	4	x	1
Cc1ccc(CCC(=O)Nc2ccc(C)c(C)c2)o1
    -0.1	-3	-8	-1.7	5	-6	-3	10	-9	-6
COc1ccccc1NC(=O)CSC(N)=O
    -3.0	-2	-5	1.0	8	46	0	135*	-6	-12
C/C(=N\NC(=O)c1nn(C)cc1Br)c1ccc(NC(=O)c2ccncc2)cc1
    0.4	-5	-3	-1.4	-2	-13	5	11	4	-2
CS(=O)(=O)Nc1cc2c3c(c1)CCC(=O)N3CCC2
    0.3	-6	0	-1.3	-1	x	-2	-2	5	1
COc1ccc(/C=C/C(=O)Oc2cc(O)cc(O)c2)cc1
    1.2	-2	-4	-4.0	-4	30	-8	5	-4	-2
CCN1CCN(C(=O)c2cc(-c3ccco3)nc3ccccc23)CC1
    2.6	-18	-9	-3.2	5	1	-3	-29	-2	3
COc1cccc(NC(=O)CN(C)C(C)C(=O)Nc2ccc(C(C)=O)cc2)c1 (centres undefined)
    -0.1	-2	2	-2.2	0	-40	3	-7	0	-2
CCO[C@@H]1OC(C(=O)O)=C[C@H](c2ccc3c(c2)OCO3)[C@H]1CCCO
    3.0	-1	-5	0.3	-1	29	-7	2	2	-1
CCOC(=O)c1nn(-c2ccccc2)c2nnc(Cc3ccc(C)cc3)c(=O)n12
    0.4	-1	5	-0.9	-6	38	-8	-1	-3	-2
O=C(Nc1ccc(N2CCOCC2)cc1N1CCOCC1)c1ncoc1-c1cccc(F)c1
    2.5	8	1	-0.3	-10	x	8	-10	-1	1
Cn1cc(P(=S)(N2CCOCC2)N2CCOCC2)cc1P(=S)(N1CCOCC1)N1CCOCC1
    -0.3	-5	-2	-0.5	5	18	1	11	x	-1
N#CC1=C(SCC(N)=O)NC(=O)CC1c1ccccc1Cl (centres undefined)
    -0.9	-9	3	-0.1	2	23	1	10	x	5
O=C(Nc1cccc(C(F)(F)F)c1)/C(=C/c1ccco1)NC(=O)c1cccs1
    -1.9	1	-3	-0.3	2	-16	-9	5	-2	-3
CC[C@@H](C)[C@@H](C(=O)N1CCN(C(=O)OC(C)(C)C)CC1)n1cc(CCCCNC(=O)OC(C)(C)C)nn1
    4.7	0	0	-1.3	1	-13	1	5	-5	-5
Cc1ccc(C)c(N2CCN(S(=O)(=O)c3cc4c(cc3Cl)NC(=O)CO4)CC2)c1
    -1.2	2	2	0.8	0	-10	5	-3	x	-4
Cc1c(NC2=NC3(CCCCC3)Cc3ccccc32)c(=O)n(-c2ccccc2)n1C
    -0.3	-7	-3	-2.1	-3	4	-8	8	15	0
O=C(CSC1=Nc2ccccc2C2CC=NN12)Nc1ccc(F)cc1Cl (centres undefined)
    -4.4	-9	2	-8.2	5	-53	-6	-17	3	-4
COc1cccc(/C=N/n2c(-c3ccco3)nc3ccccc3c2=O)c1OC
    -0.6	-12	2	-1.8	-5	-3	-15	1	-3	-2

(next part)
Below each SMILES – LANA DNA inh	Cardiac RTF inh	Keap1-Nrf2 PPI	CAL PDZ FP-1	cardiac RTF act	SR-BI DiI-HDL act	PKA-R2B act	Rtt109 Vps75	CAL PDZ FP-2	DAGLB inhibitor
CCOc1ccc(S(=O)(=O)N2CCOCC2)cc1NC(=O)CSCC(=O)Nc1ccc(OC)cc1
    0.5	-6	-3	-0.8	-1	-8	-8	1	-2	-1
O=C(CCSc1ccccc1)NCCSCc1ccco1
    0.6	-35	3	-0.7	7	-9	-8	2	-13	0
O=C(Nc1cccc(Cl)c1)C1CCCN(c2cnccn2)C1 (centres undefined)
    -0.4	-5	-5	-1.9	2	16	-5	4	-6	0
COC(=O)c1ccc2c(=O)[nH]c(CCl)nc2c1
    -0.3	-5	-2	0.4	3	6	7	2	-2	0
O=C(NNC(=O)c1csc(-c2cccnc2)n1)Nc1ccc(Cl)cc1
    -0.3	3	4	-1.8	9	3	-1	-1	-7	-1
CCOc1ccc(C2N(c3ccc(F)cc3)C(=O)C3CCCN32)cc1 (centres undefined)
    -1.7	-5	-2	-0.3	7	9	-2	-5	-2	2
COc1cccc(CNC(=O)C2CCN(S(=O)(=O)c3ccc4c(c3)NC(=O)CO4)CC2)c1
    -0.1	4	-1	-3.1	-5	23	0	-3	-2	-4
CC(C)NC(=O)/C(=C\c1cccc([N+](=O)[O-])c1)NC(=O)c1ccccc1
    -2.1	-4	-6	-1.7	7	3	5	1	x	3
COc1cc(SC)ccc1C(=O)N1CCN(c2ccc(O)cc2)CC1
    -1.4	-6	3	-0.1	-1	18	2	-1	x	2
CCN(CC)S(=O)(=O)c1ccc(-n2c(=O)c(C(C)C)c(C)n2C)cc1
    -2.1	-8	-4	-0.3	5	-49	3	0	-3	0
Cc1ccc(C(=O)c2nc3c(n2O)CCCC3)cc1
    0.6	-9	-6	1.3	-3	31	1	7	x	-1
O=C(O)Cn1nc(-c2ccc(Cl)cc2)ccc1=O
    -1.4	-6	5	-2.4	-2	14	-6	x	0	2
O=C(NCCCc1ccccc1)c1cccc([N+](=O)[O-])c1
    0.2	2	-3	-0.1	4	-13	-6	13	-5	-1
CC1(C)c2ccccc2-n2c1cc1oc(=O)cc(O)c1c2=O
    0.9	4	-2	-1.9	-1	-1	-7	-1	x	-2
CC(C)(C)c1ccc(C(=O)N/C(=C\c2ccco2)C(=O)Nc2ccccc2C(=O)O)cc1
    3.1	-18	-10	-0.4	1	x	3	21	-1	12
CCOc1ccc2oc(C(=O)NCC3CCCO3)c(C)c2c1 (centres undefined)
    0.7	0	-2	-2.4	2	-8	-2	-3	13	-5
Cc1ccc(S(=O)(=O)N(C)C)cc1NC(=O)COC(=O)/C=C/c1ccc2ccccc2n1
    1.2	3	-4	-1.5	-2	4	1	-12	1	-2
CCCN(CC(=O)Nc1ccccc1OC)C(=O)Cc1ccc2c(c1)CCC2
    2.2	4	-1	0.1	0	-11	-21	1	-2	0
O=c1c(Cc2ccccc2)c(O)nc2n1CCS2
    -0.1	-8	-3	-0.8	-8	1	-7	-1	-1	0
CCOC(=O)N1CCN(C(=O)CN2C(=O)COc3ccc(S(=O)(=O)N4CCOCC4)cc32)CC1
    0.4	-1	-1	-2.0	0	17	-7	10	-2	5
CC(C)=CCCC(C)CN(C)CCc1ccccn1 (centres undefined)
    -1.3	-5	5	0.1	-7	-13	4	-1	-5	2
COc1ccccc1CNC(=O)C1CCN(Cc2nc(-c3cccc(Cl)c3)oc2C)CC1
    -1.2	-6	2	-2.9	-2	-51	-2	-22	-3	-2
O=C(CN1C(=O)NC(Cc2c[nH]c3ccccc23)C1=O)NC1CC1 (centres undefined)
    -0.4	-11	0	-2.7	-2	x	-3	-8	-3	2
O=C(COC(=O)c1ccccc1Br)NCC1CCCO1 (centres undefined)
    0.0	1	0	-1.2	2	7	6	-13	-4	-2
CCOc1ccc(CCNC(=O)c2cccc(NC3=NC4CS(=O)(=O)CC4S3)c2)cc1OCC (centres undefined)
    -1.8	1	-2	-0.7	-1	-63	2	-4	x	-1
Cc1cc(C#Cc2c(-c3ccccc3)n(C)c3ccccc23)ccc1F
    -0.6	-5	-19	-0.4	1	-55	-3	7	-4	-19
CCOc1ccc(NC(=O)COC(=O)COc2cccc3c2OC(C)(C)C3)cc1
    -1.0	-4	0	-1.8	1	-6	-4	-5	0	-3
O=c1[nH][nH]c(C(F)(F)F)c1C=NCc1ccccc1Cl
    0.7	-6	-2	-3.3	18	x	-10	-1	-4	6
CC(=O)c1cc2c(cc1NC(=O)Cn1nc(-c3ccc(C)cc3)ccc1=O)OCO2
    -1.7	-16	-3	-2.4	-1	-6	2	-11	-5	-1
CCC(=O)Nc1ccccc1C(=O)C(=O)Nc1ccccc1
    -0.9	10	-2	-2.5	-7	-9	7	x	-4	1
CCOc1ccc(-c2c(C)n([O-])c3c([n+]2=O)CCCC3)cc1
    1.4	0	-2	-0.5	-5	24	-5	-5	x	0
O=C(N[C@@H](Cc1ccccc1)C(=O)OCc1ccccc1)c1nc[nH]c1C(=O)NCc1ccccc1
    -1.7	0	-3	-0.5	-7	12	-11	16	1	-9
N#CCSc1nc2c(c(C3CC=CCC3)c1C#N)CCC2 (centres undefined)
    -1.5	1	-4	-1.6	-4	-17	-4	2	-1	-6

Record cards, as listed above. Order of values: LANA DNA inh, Cardiac RTF inh, Keap1-Nrf2 PPI, CAL PDZ FP-1, cardiac RTF act, SR-BI DiI-HDL act, PKA-R2B act, Rtt109 Vps75, CAL PDZ FP-2, DAGLB inhibitor
O=C(Nc1cccc(Cl)c1)C1CCCN(c2cnccn2)C1 (centres undefined) as listed: -0.4, -5, -5, -1.9, 2, 16, -5, 4, -6, 0
CCOC(=O)N1CCN(C(=O)CN2C(=O)COc3ccc(S(=O)(=O)N4CCOCC4)cc32)CC1 as listed: 0.4, -1, -1, -2.0, 0, 17, -7, 10, -2, 5

Compound activity deposited in PubChem BioAssay by several laboratories.
